From PubChem BioAssay
phage Ecoli inh – E. coli growth loss with phage present | growth absorbance | actives 0.26% (n = 360,000) | inhibition, % at 11.9 µM | AID 651602; in the data active = inhibition above about 11%
* hit, by the source's call. The list is partial. The share of hits here may be higher or lower than overall.

SMILES	phage Ecoli inh
O=C(Cn1nnc(N2CCCCC2)n1)NN=Cc1ccccc1O	2.8
CCOC(=O)C1=C[C@@H](C(C)(C)C)N(S(=O)(=O)c2ccccc2C)[C@H]1c1ccc(Cl)cc1	4.5
Nc1ncnc2c1ncn2[C@@H]1O[C@H](C(=O)N[C@@H](CO)c2ccccc2)[C@@H](O)[C@H]1O	0.9
COc1cccc(C(C)(O)c2nc(-c3cccc4cccnc34)cs2)c1 (stereo not drawn)	1.2
Cc1ccn2c(NC3CCCCC3)c(-c3ccc(SC4CCCCC4)cc3)nc2c1	-0.4
CCOC(=O)N[C@@H](Cc1cccnc1)C(=O)N1CCC[C@H]1C(=O)NCCc1ccccc1Cl	1.9
CCOC(=O)[C@]12CCCC=C1N(CCC1=CCCCC1)C(=O)[C@H](CC(=O)NCCC(C)C)C2	-1.4
O=C(Nc1ccccc1Cl)c1cc(C2CCCN(C(=O)CCc3ccccc3)C2)on1 (stereo not drawn)	-0.3
CC(C)(C)NC(=O)C(CCc1ccccc1)n1c(=O)c(-c2ccccc2)nc2ccccc21 (stereo not drawn)	1.5
COC(=O)c1cc2c(c3c4cc(C)ccc4n(S(=O)(=O)c4ccc(C)cc4)c13)C(=O)N(Cc1ccc(N(C)C)cc1)C2	0.1
CCCNC(=O)C1(C)CCN(CCOc2ccc(Cl)cc2)C1 (stereo not drawn)	2.6
O=C(NCc1ccccc1)c1cc(C2CCCCN2C(=O)c2ccc(Cl)cc2)on1 (stereo not drawn)	-0.2
COc1cc(CN2C(=O)C(Cc3ccccc3)ON=C2c2ncccc2C)cc(OC)c1 (stereo not drawn)	2.9
COC(=O)[C@H](CC(C)C)NC(=O)/C=C/[C@H]1O[C@@H](n2ccc(=O)[nH]c2=O)[C@H](O)[C@@H]1O	-0.4
O=C(NCc1ccco1)c1cccc(-c2ccc3nncn3c2)c1	4.6
OCC1OC(c2ccc(O)cc2O)C(O)C1O (stereo not drawn)	3.6
CCC(C(=O)NC(C)(C)C)n1c(-c2cccc(NC(C)=O)c2)nc2ccccc21 (stereo not drawn)	0.2
COc1ccc(CN2C[C@@H](CO)O[C@@H](n3cnc4c(NCCN(C)C)ncnc43)C2)cc1	2.4
CC(C)C[C@H]1COc2cccc(N3CCCCC3)c2S(=O)(=O)N1	2.3
C=CCNc1ncnc2c1ncn2[C@H]1CN(CCOC)C[C@@H](CO)O1	4.5
O=C(NC(c1ccccc1)c1ccc2ccccc2n1)C1CCN(Cc2ccc(Cl)c(Cl)c2)CC1 (stereo not drawn)	0.5
COCCN1C(=O)CN(S(C)(=O)=O)CC1(C)C(=O)Nc1ccc2c(c1)OCCO2 (stereo not drawn)	2.4
O=C1NCCc2onc(-c3ccc(Br)cc3)c21	2.4
Cc1[nH]c2ccccc2c1CC(=O)Nc1ccc(N(C)c2cccnc2)c(-c2ccc(F)c(F)c2)c1	3.1
COc1ccc(C(C)=O)cc1Cn1c(C)c(C(=O)NCc2cccc(Cl)c2)sc1=O	-0.6

(cont.)
SMILES	phage Ecoli inh
Cc1nc2ccc(C(=O)NC(C)(C)C)cn2c1N(C)C(=O)CCc1ccccc1	1.2
O=C(C(=O)N1CCC(CNS(=O)(=O)Cc2ccccc2)CC1)c1cccs1	3.0
O=[N+]([O-])c1ccc2c(c1)CO[C@]21O[C@H](CCO)C[C@H](O)[C@H]1O	0.9
COc1ccccc1Cc1c(-c2ccc(OC)c(OC)c2)nc2ccc(Br)cn12	1.2
CC(=O)Nc1cccc(-c2ccnc3c2CC(C)(C(=O)NCC2CC2)O3)c1 (stereo not drawn)	0.2
O=C(NCc1ccc(Cl)nc1)c1csc(COCCO)n1	4.4
COc1cc(CN2CCC(C(=O)NC(c3ccc(F)cc3)c3ccc4ccccc4n3)CC2)cc(OC)c1 (stereo not drawn)	4.0
Nc1[nH]c(C(=O)c2ccccc2)c(-c2ccc(Cl)cc2F)c1C(=O)NCCc1c[nH]c2ccccc12	2.9
COc1cc(NC(=O)[C@H]2O[C@@H](n3cnc4c(N)ncnc43)[C@H](O)[C@@H]2O)cc(OC)c1OC	4.5
OCCN1CCN(c2ncnc3c2ncn3[C@H]2CN(Cc3ccc(Cl)cc3)C[C@@H](CO)O2)CC1	1.9
CC1(c2nnnn2-c2ccc3c(c2)OCCO3)CCC(=O)N1Cc1ccc(F)cc1 (stereo not drawn)	2.6
COC(=O)c1ccc2nc(-c3cccc(Cl)c3)c(Cc3ccsc3)n2c1	2.6
OC(c1ccc(Cl)c(F)c1)c1ncc(-c2cccc(F)c2)[nH]1 (stereo not drawn)	3.7
c1cncc(CSc2nnc(-c3cccnc3)n2Cc2ccco2)c1	2.2
COc1ccc(-c2cnc(C(O)c3ccc(-c4ccccc4)cc3)[nH]2)cc1 (stereo not drawn)	1.9
CCN(CC)CCSC(=O)C(c1ccccc1)c1ccccc1	3.5
O=C(NCC1CCN(C(=O)C(=O)c2cccs2)CC1)c1ccncc1	0.4
COC(=O)C[C@@H]1C=C[C@@H](NC(=O)c2ccc3c(c2)OCO3)[C@@H](CO)O1	2.4
COc1cccc(CNC(=O)[C@H]2CCCN2C(=O)[C@H]2CCCN2C(=O)c2ccc(C)c(C)c2)c1	3.8
CCN=C1NC(c2ccc(F)cc2)C(C(=O)OC)=C(C)N1Cc1ccc(C(F)(F)F)cc1 (stereo not drawn)	3.4
Cc1ccc(NC(=O)NCc2ccco2)cc1[N+](=O)[O-]	5.1
COC(=O)c1ccc2nc(-c3cccc(Br)c3)c(CC3CCCCC3)n2c1	2.3
Cc1cccc(CN2CCN(C3CN(Cc4cn(Cc5ccc(C(F)(F)F)cc5)nn4)S(=O)(=O)C3)CC2)c1 (stereo not drawn)	3.0
Cc1cnc(CNC(=O)c2ccc3nc([C@@H]4O[C@H](CO)[C@H](O)[C@H](O)[C@H]4O)[nH]c3c2)cn1	0.8
Clc1cccc(-c2nc3ccc(Br)cn3c2Cc2ccsc2)c1	2.3

4 entries from above, field by field.
OCCN1CCN(c2ncnc3c2ncn3[C@H]2CN(Cc3ccc(Cl)cc3)C[C@@H](CO)O2)CC1
  phage Ecoli inh: 1.9
COC(=O)C[C@@H]1C=C[C@@H](NC(=O)c2ccc3c(c2)OCO3)[C@@H](CO)O1
  phage Ecoli inh: 2.4
Cc1cccc(CN2CCN(C3CN(Cc4cn(Cc5ccc(C(F)(F)F)cc5)nn4)S(=O)(=O)C3)CC2)c1 (stereo not drawn)
  phage Ecoli inh: 3.0
Nc1[nH]c(C(=O)c2ccccc2)c(-c2ccc(Cl)cc2F)c1C(=O)NCCc1c[nH]c2ccccc12
  phage Ecoli inh: 2.9

Additional structures follow:
SMILES	phage Ecoli inh
O=C(/C=C/[C@H]1O[C@@H](n2cnc3c(NC(=O)c4ccccc4)ncnc32)[C@H](O)[C@@H]1O)NCCc1c[nH]c2ccccc12	5.7
O=C(NCc1ccncc1)[C@@H]1CCCN1C(=O)[C@@H]1CCCN1C(=O)c1ccccc1	-0.9
Cc1ccc2ccccc2c1C(O)c1ncc(-c2cccc(F)c2)[nH]1 (stereo not drawn)	1.4
Cn1c(=O)c2cc(NC(=O)NCc3ccccc3)ccc2n1Cc1cccc(C(F)(F)F)c1	1.2
COC(=O)[C@@]12C[C@@H](CC(=O)NCc3ccccc3)C(=O)N(Cc3ccco3)C1=CCC(C)(C)C2	1.1
Cn1c(NCc2ccncc2)nc2cc(-c3ccsc3)sc2c1=O	0.3
CC(C)(C)c1ccc(CC(=O)N2CCC2(C)C(=O)NCc2cccs2)cc1 (stereo not drawn)	1.9
Cc1ccccc1-c1cc2nc(NCc3cccnc3)n(C)c(=O)c2s1	2.0
C#CCN1CC(COc2ccccc2)OCCS1(=O)=O (stereo not drawn)	3.8
COc1ccccc1-c1cc(NC=O)c2ncc(-c3ccc(F)cc3)n2c1	-0.8
CCc1nc2ccc(C(=O)NCCCn3ccnc3)cn2c1N(C)C(=O)c1cccc(OC)c1	4.1
CCOC(=O)[C@]12CCC=C1N(Cc1ccco1)C(=O)[C@H](CC(=O)NCC13CC4CC(CC(C4)C1)C3)C2	1.0
Nc1[nH]c(C(=O)c2ccccc2)c(-c2ccccc2[N+](=O)[O-])c1C(=O)NCCc1c[nH]c2ccccc12	-2.9
OC(c1cccc(Cl)c1)c1ncc(-c2cccc(C(F)(F)F)c2)[nH]1 (stereo not drawn)	6.2
Cc1ccc2nc(-c3ccc(C#N)cc3)c(Cc3ccccc3C(F)(F)F)n2c1	-0.2
CCOC(=O)C1(C)CCN1C(=O)c1ccc(-c2ccccc2)cc1 (stereo not drawn)	1.4
O=CNc1cc(-c2ccccc2Oc2ccccc2)cn2c(-c3ccc(F)cc3)cnc12	2.0
COc1cc(NC(=O)Nc2nc(C(N)CCc3ccccc3)cs2)cc(OC)c1OC (stereo not drawn)	1.9
CC(=O)C1CCC2C3C=CC4=CC(=O)CCC4(C)C3CCC12C (stereo not drawn)	3.3
CCCN1C(=O)c2[nH]nc(-c3ccccc3)c2C1c1ccccc1 (stereo not drawn)	1.8
CC(=O)Nc1cccc(-c2ccnc3c2CC(C(=O)NCc2ccc(F)c(F)c2)O3)c1 (stereo not drawn)	2.7
CNc1nc(Oc2cccc(F)c2)c2sccc2n1	0.5
C(=NNc1ccc2ccccc2n1)c1ccccn1	-1.0
CCOc1ccc(CCN2C(=O)C(=O)N([C@@H](Cc3ccc(O)cc3)CN3CCC[C@H]3CN3C(=O)C(=O)NC[C@@H]3Cc3ccc(O)cc3)C[C@@H]2Cc2ccc(O)cc2)cc1	1.4
C[C@@H]1COc2cc(NCCCN3CCOCC3)ccc2S(=O)(=O)N1	0.6

Next part:
SMILES	phage Ecoli inh
COc1cccc(CN2CCC(C(=O)NC(c3ccc4c(c3)OCO4)c3ccccn3)CC2)c1 (stereo not drawn)	0.6
Cc1cc(C)nc(N2CCCC(C(=O)Nc3nnc(C(C)C)s3)C2)n1 (stereo not drawn)	3.0
Cc1cc(N2CCN(CC(C)(C)O)C[C@H]2C)ccc1N1CCN(CC(C)(C)O)[C@@H](C)C1	0.2
Nn1cnc2c(ncn2C2OC(CO)C(O)C2O)c1=O (stereo not drawn)	4.0
CCOC(=O)N(C)c1c(CC)nc2c(OCc3ccccc3C)cccn12	1.1
O=C(Nc1ccc2c(c1)OCCO2)C1c2ccccc2OCC(=O)N1CC(F)(F)F (stereo not drawn)	0.8
CCN(CC)C(=O)c1cccc(-c2csc(C(C)(O)c3ccccc3)n2)c1 (stereo not drawn)	3.5
COC(=O)c1cc2c(c3c4cc(F)ccc4n(S(=O)(=O)c4ccc(C)cc4)c13)C(=O)N(Cc1ccccc1OC)C2	3.8
COc1ccc(NC(=O)C2(C)CCN2Cc2ccccc2Cl)cc1OC (stereo not drawn)	0.1
O=S(=O)(c1ccccc1)n1cc(-c2cccc3nccn23)c2ccccc21	3.6
COC(=O)C[C@H]1C=C[C@H](NC(=O)c2ccccn2)[C@@H](CO)O1	2.7
COc1cc(C(=O)N2C[C@H]3CON(C)[C@H]3C[C@H]2c2ccc(N3CCCCC3)cc2)cc(OC)c1OC	1.5
COc1ccc(Br)c(Cn2c(C)c(C(=O)NCc3ccc(F)cc3)sc2=O)c1	4.2
Cc1cc2nc(-c3ccc(Cl)cc3)c(Cc3cccc(Cl)c3)n2c(C)c1Br	1.8
O=C(c1[nH]c(C(F)(F)F)nc1-c1ccccc1)N1CCC(C(O)(c2ccccc2)c2ccccc2)CC1	2.1
CC1=C(C(=O)N2CCCCCC2)CC(CC(=O)NCCN2CCOCC2)C(=O)N1Cc1ccc(F)cc1 (stereo not drawn)	0.5
OC(c1ccc(F)c(F)c1)c1nc(-c2cccc(F)c2)cs1 (stereo not drawn)	0.7
CSCCC(C(=O)NC(C)(C)C)n1c(-c2cccc(NC(C)=O)c2)nc2ccccc21 (stereo not drawn)	0.6
O=C(C(=Cc1ccc(O)cc1)c1ccccc1)c1ccccc1	1.6
CCNC(=O)C1(C)CCCN(Cc2ccc(-c3ccccn3)cc2)C1 (stereo not drawn)	0.5
CC1(C(=O)NCc2ccc3c(c2)OCO3)CCN1CCc1ccccc1 (stereo not drawn)	-0.9
CCc1nc2ccc(C(=O)N(C)CCN(C)C)cn2c1N(C)Cc1cc2ccccc2s1	-0.2
O=C(NCCN1CCC(n2c(=O)[nH]c3ccccc32)CC1)c1ccc(F)cc1	0.7
CCOc1ccc(-c2noc(-c3csc([C@@H]4C[C@H](O)[C@@H](CO)O4)n3)n2)cc1	2.5
COC(=O)C1=CN(c2ccc(N3CCOCC3)cc2)C(N)=C(C#N)C1c1cccc(F)c1 (stereo not drawn)	1.7
CC(C)C[C@H]1CN(CCCC[C@H]2CNC(=O)C(=O)N2Cc2ccccc2)C(=O)C(=O)N1CCC1CCCCC1	0.6
COc1cc(-c2c(C(=O)c3ccccc3)[nH]c(N)c2C(=O)NCCc2c[nH]c3ccccc23)ccc1F	2.2
CCOC1=C2CN(S(=O)(=O)c3ccc(C)cc3)C(c3cccc(Cl)c3)CC2N(S(=O)(=O)c2ccc(Cl)cc2)C(c2ccccc2)C1 (stereo not drawn)	1.6
CN(C)CC(CCC(CN(C)C)C(O)(c1ccccc1)c1ccccc1)C(O)(c1ccccc1)c1ccccc1 (stereo not drawn)	-0.7
COc1cc(C(O)c2nc(-c3ccc(C)c(C)c3)cs2)ccc1F (stereo not drawn)	4.0

Exported comma-delimited: 3 of the compounds above.
canonical_smiles,phage Ecoli inh
Cn1c(=O)c2cc(NC(=O)NCc3ccccc3)ccc2n1Cc1cccc(C(F)(F)F)c1,1.2
COC(=O)[C@@]12C[C@@H](CC(=O)NCc3ccccc3)C(=O)N(Cc3ccco3)C1=CCC(C)(C)C2,1.1
Cn1c(NCc2ccncc2)nc2cc(-c3ccsc3)sc2c1=O,0.3
